# Source: PubChem (several laboratories)
# JMJD2C inh: blocks human GASC-1 demethylase activity; Q9H3R0; GST-JMJD2C(1-420) H3K9me3 demethylation, DELFIA europium; inhibition, % at 2.35 µM; 330,000 tested, 0.069% active; AID 2099;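 active = more than half of a compound's replicate wells show inhibition beyond 50%, single wells judged on their own value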;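 also: signal counts dimethyl H3K9 product captured on neutravidin plate; 0% = median of DMSO wells and 100% = 0.3 times that DMSO median; strong numbers were not always called active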
# Target sequence (Q9H3R0 1-420 limits assumed): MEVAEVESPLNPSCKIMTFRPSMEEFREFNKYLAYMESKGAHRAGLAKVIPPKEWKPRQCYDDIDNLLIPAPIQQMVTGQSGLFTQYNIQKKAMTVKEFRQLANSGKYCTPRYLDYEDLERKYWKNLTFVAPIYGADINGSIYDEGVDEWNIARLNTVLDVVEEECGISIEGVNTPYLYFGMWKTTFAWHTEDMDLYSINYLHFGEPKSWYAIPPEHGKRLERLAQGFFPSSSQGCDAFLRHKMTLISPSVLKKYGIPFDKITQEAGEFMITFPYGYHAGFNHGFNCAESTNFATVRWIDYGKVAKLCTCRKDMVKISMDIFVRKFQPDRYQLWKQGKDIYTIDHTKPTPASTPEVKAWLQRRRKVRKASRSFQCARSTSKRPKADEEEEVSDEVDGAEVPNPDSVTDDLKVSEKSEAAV
# AGP1-GFP MLPCN: alters AGP1-GFP fluorescence in TOR pathway yeast screen | AID 2066 | S. cerevisiae AGP1-GFP multiplex flow cytometry, 3 h; GFP as percent of DMSO wells | GFP response vs DMSO, % at 10 µM | 320,000 tested, 0.02% active;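 active = GFP response relative to DMSO above a set limit, near screen average plus 3 SD, cut at about 150% in these data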;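 also: median GFP channel fluorescence of the gated AGP1 strain per well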
# GRK2 inh: blocks RNA aptamer binding to human GRK2 | bead flow cytometry, FAM-aptamer displacement from GRK2 | P25098 | inhibition of aptamer binding, % at 10 µM | 330,000 tested, 0.59% active;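 active = inhibition of aptamer binding above 40%, roughly 3 SD of noise, on plates passing a quality check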;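 also: median bead fluorescence of bound FAM aptamer so fluorescent compounds give negative values; no value below 0 was filed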
# Target sequence (P25098 whole entry, looked up): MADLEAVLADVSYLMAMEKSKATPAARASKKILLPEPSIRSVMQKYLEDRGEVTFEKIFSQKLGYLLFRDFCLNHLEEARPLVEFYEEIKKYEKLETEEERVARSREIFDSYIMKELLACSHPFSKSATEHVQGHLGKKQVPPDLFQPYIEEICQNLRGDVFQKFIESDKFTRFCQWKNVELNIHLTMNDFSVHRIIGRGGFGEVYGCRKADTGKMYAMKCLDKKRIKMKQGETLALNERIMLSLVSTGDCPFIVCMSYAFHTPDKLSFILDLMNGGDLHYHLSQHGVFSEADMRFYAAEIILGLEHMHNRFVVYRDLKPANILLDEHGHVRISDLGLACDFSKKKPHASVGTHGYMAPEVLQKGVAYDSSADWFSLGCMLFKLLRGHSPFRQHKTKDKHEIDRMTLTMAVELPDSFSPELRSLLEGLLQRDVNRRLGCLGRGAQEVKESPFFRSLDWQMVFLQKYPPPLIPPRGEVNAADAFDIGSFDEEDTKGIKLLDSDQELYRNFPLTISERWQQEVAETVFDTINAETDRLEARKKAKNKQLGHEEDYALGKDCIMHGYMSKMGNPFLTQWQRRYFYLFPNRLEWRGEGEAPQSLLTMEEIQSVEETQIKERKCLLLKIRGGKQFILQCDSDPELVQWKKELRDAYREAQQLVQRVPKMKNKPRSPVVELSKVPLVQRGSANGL
# RPL19A TOR yeast: modulators of TOR pathway RPL19A-GFP in S. cerevisiae. S. cerevisiae RPL19A-GFP strain, flow cytometry, 3 h; hits give low values. percent response vs DMSO, % at 10 µM. 330,000 tested, 0.3% active;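 active = percent response vs DMSO below 50%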;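 also: median channel GFP fluorescence of the barcoded RPL19A-GFP strain; ratio of sample median GFP to plate DMSO average so 100% = DMSO; lower means less RPL19A-GFP as with rapamycin TOR inhibition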
# MEP2-GFP yeast: alters MEP2-GFP fluorescence in TOR pathway yeast screen | S. cerevisiae MEP2-GFP strain, flow cytometry GFP, 3 h; 100% = DMSO control level | GFP response vs DMSO, % at 10 µM | 330,000 tested, 0.51% active | AID 2016;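 active = GFP response versus DMSO above a set limit, roughly screen mean plus 3 SD, cut at about 180% in these data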;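 also: median GFP fluorescence of the barcode-gated MEP2-GFP cells per well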
# CIT2-GFP yeast: yeast TOR pathway CIT2-GFP modulation; S. cerevisiae CIT2-GFP strain, flow cytometry, 3 h; 100 means same as DMSO wells; GFP response vs DMSO, % at 10 µM; 320,000 tested, 0.065% active;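 active = GFP response relative to DMSO above a set limit, near the screen mean plus 3 SD, cut at about 150% in these data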;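 also: ratio of well median GFP fluorescence to mean of DMSO wells on the plate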
# VLA-4 inh: inhibition in a human VLA-4 binding assay. AID 2557. 330,000 tested, 0.2% active. P13612. inhibition, % (about 7 µM as worked out from the volumes in the protocol). VLA-4 expressing cells, ligand binding flow cytometry; in the data active = inhibition above about 50%
# LAP4-GFP MLPCN: alters LAP4-GFP fluorescence in TOR pathway yeast screen. S. cerevisiae LAP4-GFP multiplex, flow cytometry GFP, 3 h; median GFP as percent of DMSO wells. GFP response vs DMSO, % at 10 µM. 320,000 tested, 0.34% active. AID 2023;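 active = GFP response vs DMSO above a set limit, about the screen mean plus 3 SD, cut at about 150% in these data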
# * marks the source's active call; other numbers are inactive results; i = inactive; / = not tested or not shown; [ ] = dose if it differs, or a comment.
SMILES,JMJD2C inh,AGP1-GFP MLPCN,GRK2 inh,RPL19A TOR yeast,MEP2-GFP yeast,CIT2-GFP yeast,VLA-4 inh,LAP4-GFP MLPCN
COc1ccccc1C(C)NC(=O)CCNC(=O)c1ccc(Cl)cc1 (centres undefined),0,98,3,100,100,97,12,104
CN(C)c1ccc(-c2cc(O)c3ncccc3c2)cc1,1,87,0,93,91,92,5,109
CC1CCCCC1NC(=O)Cn1c(=O)oc2cc(S(=O)(=O)N3CCCC3)ccc21 (centres undefined),-8,105,0,103,110,96,27,106
CCOc1ccc(NS(=O)(=O)c2cc(C(=O)N3CC(C)OC(C)C3)ccc2C)cc1 (centres undefined),7,105,1,96,101,92,5,107
COCCOc1ccc(C(F)(F)F)cc1NC(=O)COC(=O)C12CC3CC(CC(O)(C3)C1)C2,4,102[may fluoresce green],0,96[may fluoresce green],97[may fluoresce green],111[may fluoresce green],18,108[may fluoresce green]
O=C(COC(=O)[C@@H]1CC(O)CN1S(=O)(=O)c1ccc2c(c1)OCCO2)NCc1ccc(F)cc1 (some centres undefined),3,97,1,98,103,105,0,110
CCCOc1ccc(CC(=O)NNC(=S)Nc2ccccc2)cc1Br,13,101,0,100,107,102,-11,100
COCCN(C(=O)C1CCCO1)c1c(N)n(CC(C)C)c(=O)[nH]c1=O (centres undefined),0,99,3,99,104,101,17,101
CCOc1c(S(=O)(=O)NC2CC(C)(C)NC(C)(C)C2)ccc(Cl)c1Cl,0,102,1,96,97,91,7,107
O=C(CSc1ccc(S(=O)(=O)N2CCOCC2)cn1)Nc1ccc(F)c(F)c1,0,96,0,97,98,96,15,99
CCCCCn1nc(C)c(/C=N\NC(=O)c2cc(C)oc2C)c1C,5,96,1,94,104,97,17,104
O=c1oc2ccccc2cc1-c1csc(Cc2nc(-c3ccc(Br)cc3)cs2)n1,-6,98,2,98,105,95,-3,99
COC(=O)[C@@]12CCCCN1[C@H](c1ccc(-c3ccc(C(C)=O)cc3)cc1)[C@H]1C(=O)N(C)C(=O)[C@H]12,4,104,0,98,106,95,0,99
CCc1cccc(C)c1NC(=O)CN(C)Cc1ccc(Br)cc1,-18,100,1,100,92,94,4,90
Cc1c(C(=O)N2CCCCC2)c(S(=O)(=O)N2CCC(C)CC2)c(C)n1C,7,91,3,90,105,100,0,91
CC1(C)N=C(N)NC(Nc2ccccc2Cl)=N1,-10,103,1,96,104,97,5,106
CCc1c(C)nc(SCC(=O)c2cccs2)c(C#N)c1C,0,90,2,97,105,95,14,109
CCCCOc1ccc(-c2nc(SCC(N)=O)n[nH]2)cc1,17,103,0,99,114,105,-11,104
COc1cccc(NC(=O)CN(c2ccc3c(c2)OCO3)S(C)(=O)=O)c1,-27,100,0,94,100,99,1,100
Cn1c(=O)[nH]c(=O)c2c1nc(NCCCO)n2CCOc1ccccc1,-2,100,1,97,98,96,5,103
CNC(=O)/C(C#N)=C\c1ccc(CNS(=O)(=O)c2ccccc2)o1,7,102,2,103,101,96,-19,104
COc1ccc(OC)c(NC(=O)CSc2nnc(Cn3c(=O)sc4ccccc43)n2C)c1,2,107,0,97,103,93,4,103
CCOc1ccc2nc(COC(=O)c3cccs3)c(C(C)=O)[n+]([O-])c2c1,-1,98,1,108,102,94,4,116
Cc1ccc2nc(NC3=NC(CC(=O)O)C(=O)N3)nc(C)c2c1 (centres undefined),48,93,1,94,110,99,-9,89
O=C(NCCNC(=O)c1ccco1)c1ccc(F)cc1,2,106,1,102,98,92,-5,97
COc1cc(/C=C\C(=O)NCc2ccc3c(c2)cc(C)n3C)cc(OC)c1OC,35,105,0,106,96,94,14,97
CC1(C(=O)NCCCN2CCOCC2)Oc2cccnc2NC1=O (centres undefined),-3,99,0,104,100,101,1,97
O=C(O)CCCN1C(=O)c2ccc(Oc3cccc([N+](=O)[O-])c3)cc2C1=O,4,100,0,96,99,98,10,92
COCC(=O)N/N=C/c1ccc(Sc2nc3ccccc3s2)o1,-13,98,4,93,95,101,-5,100
O=C(Nc1nccs1)c1c(O)c2c([nH]c1=O)CCCC2,11,96,0,99,100,98,-2,101
O=C(NC1CC1)C1CC(=O)N(C2CCCCC2)C1 (centres undefined),-5,106,0,101,104,105,30,103
N#C/C(=C\N1CCOCC1)C(N)=O,1,100,/,91,97,87,10,99
O=C(O)C[C@@H](O)C(=O)O,-22,89,0,98,100,82,33,129
O=C1Nc2ccc(Br)cc2C1=Nc1cccnc1,0,110,0,98,100,112,1,116
OC1CCN(c2c3c(nc4cc(-c5ccc(F)cc5)nn24)CCC3)CC1,-4,102,0,101,101,/,-3,93
C=CCN(C)CC/C=C1\c2ccccc2CSc2ccccc21,-3,97,0,97,95,87,4,101
CC(C)OP(=O)(CCP(=O)(OC(C)C)OC(C)C)OC(C)C,10,87,0,92,106,96,17,97
CCCc1cc(=O)n2[nH]c(-c3ccco3)nc2n1,6,93,0,95,103,92,-6,100
Cc1sc2nc(SCC(=O)Nc3ccccc3F)[nH]c(=O)c2c1C,-24,104,1,104,107,114,-2,94
O=C(/C=C/c1cccc([N+](=O)[O-])c1)Nc1ccc(Cl)cn1,37,98,3,105,105,105,35,99
CCCCn1c(N)c(N(CCOC)C(=O)c2ccc3c(c2)C(=O)N(c2ccccc2Cl)C3=O)c(=O)[nH]c1=O,-6,94,0,94,93,89,7,88
Cc1ccc(S(=O)(=O)NCC(=O)N(CC(=O)NCC2CCCO2)C2CCCC2)cc1 (centres undefined),-1,91,0,97,94,92,0,97
COCCCNC(=O)CN1C(=O)CSc2ncccc21,1,106,1,102,107,104,28,100
O=C(Cc1ccccc1)NCC(=O)Nc1cccc(Cl)c1,i,105,3,105,108,100,26,99
Brc1cnc2nc(SC/C=C/c3ccccc3)[nH]c2c1,-7,120,0,108,116,107,1,117
Cc1cnc(C(=O)OCC(=O)Nc2ccc3c(c2)OCCO3)cn1,-4,102,0,99,104,94,12,104
CCn1c(SCC(=O)Nc2ccc(OC)c(OC)c2)nnc1-c1c[nH]c2ccccc12,-3,89,0,95,101,97,16,98
Cc1ccc(C2=NN(C(=O)c3ccccc3F)C(c3ccccc3F)C2)cc1 (centres undefined),-3,103,0,102,98,99,-5,92
COc1ccc(N2CCN(C(=O)Cc3csc(NC(=O)Nc4ccccc4OC)n3)CC2)cc1,-38,108,0,96,95,92,-1,112
Cc1ccc2nc(-c3ccccc3N)[nH]c2c1,-2,102,13,96,95,97,10,101
# More records:
SMILES,JMJD2C inh,AGP1-GFP MLPCN,GRK2 inh,RPL19A TOR yeast,MEP2-GFP yeast,CIT2-GFP yeast,VLA-4 inh,LAP4-GFP MLPCN
CCOC(=O)c1ccc(N2CCCCC2)c(NS(=O)(=O)c2cccc(C(F)(F)F)c2)c1,7,98,1,93,93,92,16,103
CCOC(=O)c1cc(C(=O)OCC)c2ccccn2c1=O,9,97,1,100,110,109,15,104
c1cncc(CNc2ccc3c(c2)OCO3)c1,-1,95,0,94,95,97,18,96
O=C(NCc1ccc2c(c1)OCO2)c1c(F)c(F)c(F)c(F)c1F,2,108,1,108,106,91,0,94
CCC(=O)Nc1ccc(C(=O)OCC(=O)c2cccs2)cc1,-26,100,1,100,92,109,2,99
COCCNc1nnc(SCC(=O)c2c[nH]c3ccccc23)s1,12,103,12,102,104,100,-51,103
O=C(NCC(c1cccs1)N1CCOCC1)c1cc2ccccc2o1 (centres undefined),1,106,0,108,107,104,14,107
COc1ccc(CNC(=O)C2CCN(C(=O)c3ccccc3)CC2)cc1,14,104,0,82,97,96,10,99
O=c1oc2ccc(Cl)cc2cc1-c1ccccc1,0,94,0,88,87,77,14,91
COc1ccc(CCNC(=O)C(=O)NCC2OCCN2S(=O)(=O)c2ccc3c(c2)OCCO3)cc1OC (centres undefined),1,91,2,101,99,99,-3,89

# Some of these compounds in order of their number in VLA-4 inh, low to high:
SMILES,JMJD2C inh,AGP1-GFP MLPCN,GRK2 inh,RPL19A TOR yeast,MEP2-GFP yeast,CIT2-GFP yeast,VLA-4 inh,LAP4-GFP MLPCN
Cc1ccc2nc(NC3=NC(CC(=O)O)C(=O)N3)nc(C)c2c1 (centres undefined),48,93,1,94,110,99,-9,89
Cc1ccc(C2=NN(C(=O)c3ccccc3F)C(c3ccccc3F)C2)cc1 (centres undefined),-3,103,0,102,98,99,-5,92
COc1cccc(NC(=O)CN(c2ccc3c(c2)OCO3)S(C)(=O)=O)c1,-27,100,0,94,100,99,1,100
CCC(=O)Nc1ccc(C(=O)OCC(=O)c2cccs2)cc1,-26,100,1,100,92,109,2,99

# Additional entries follow:
SMILES,JMJD2C inh,AGP1-GFP MLPCN,GRK2 inh,RPL19A TOR yeast,MEP2-GFP yeast,CIT2-GFP yeast,VLA-4 inh,LAP4-GFP MLPCN
CNC(=O)c1ccccc1S(=O)(=O)c1ccccc1C#N,-7,104,0,102,114,111,10,103
CCC(C)NC(=O)c1cnc2n(c1=O)CCS2 (centres undefined),6,102,0,95,95,99,25,94
O=C1CS(=O)CN1c1ccc(Oc2ccccc2)cc1 (centres undefined),1,100,2,102,96,97,5,95
CC(C(=O)O)c1n[nH]c(=O)c2ccccc12 (centres undefined),-3,113,0,108,116,112,6,103
NNC(=S)NCc1ccccc1,5,96,0,96,101,89,3,107
C=CCn1c(SCC(=O)NC2CCCC2)nc2c([nH]c3ccccc32)c1=O,-5,81,7,101,91,95,11,80
CCCN(c1ccccc1C(=O)O)S(=O)(=O)c1ccc2c(c1)n(C)c(=O)n2C,6,94,3,103,101,105,-5,88
Cc1ccc2ccc3cccnc3c2n1,2,71,6,106,112,92,3,90
Cc1cc(N/N=C/c2ccc(O)cc2O)c2ccccc2n1,-18,98,0,106,103,97,3,91
COC(=O)[C@H](CCSC)NC(=O)Nc1ccc(OC)cc1,1,98,0,97,100,97,15,100
Cc1ccc2c(C(=O)CN3CCOCC3)c(C)[nH]c2c1,3,98,0,98,99,100,1,/
O=C1Nc2ccccc2C(=O)C1(Cl)Cc1ccccc1 (centres undefined),-19,56,6,/,86,116,0,184*
Cc1c(C(=O)NCC2CCCO2)oc2ccc(Br)cc12 (centres undefined),20,101,0,100,101,99,-4,113
CCOC(=O)C1=C(CP(=O)(c2ccccc2)c2ccccc2)NC(=O)NC1c1ccc(OC)cc1 (centres undefined),-13,109,0,107,110,105,6,97
COc1ccc(CNC(=O)C(c2ccccc2F)N(C(=O)c2csnn2)C2CC2)cc1 (centres undefined),-6,99,1,105,102,107,-3,90
CCOC(=O)C1(Cc2cccc(OC)c2)CCCN(Cc2ccc(NC(C)=O)cc2)C1 (centres undefined),8,105,0,110,103,104,32,95
COc1nc(OC)nc(N2CCC(C(=O)Nc3cccc4ccccc34)CC2)n1,-3,91,0,89,106,87,-1,103
Cc1cnc(C(=O)OCC(=O)c2cccc3ccccc23)cn1,-9,105,2,102,106,103,-13,113
O=C(COn1nnc2ccccc21)N1CCN(Cc2ccccc2)CC1,6,101,0,94,96,101,-1,102
CCc1ccccc1NC(=S)N=Nc1c(O)n(C)c2ccc(S(=O)(=O)N3CCOCC3)cc12,5,96,3,99,93,101,-28,89
CCC(NS(=O)(=O)c1cn(C)nc1C)c1ccccc1 (centres undefined),-2,93,0,97,100,98,1,98
CSc1ccccc1OCc1cc(C(=O)N2CCN3CCCC3C2)no1 (centres undefined),-3,102,0,103,110,104,3,94
CC(=O)N1CCN(C(=O)c2cccc(NS(=O)(=O)c3ccc(Br)cc3)c2)CC1,-1,102,4,99,100,96,7,99
Cc1n[nH]c(C)c1S(=O)(=O)N1CCCC(C(=O)NC2CCCc3ccccc32)C1 (centres undefined),4,103,3,99,104,103,-14,104
CC(C)NC(=O)NC(=O)COc1ccc(Br)cc1Br,-3,89,0,99,97,95,16,87
CCCc1cc(=O)[nH]c(SCC(=O)N2CCc3ccccc3C2)n1,-6,100,0,94,108,92,6,101

# Compounds were not picked by outcome; overall some 1.7% were active at least once.
